Compound activity (PubChem BioAssay)
RGS4 pot = RGS4 potentiators or activators, primary screen, cell-based, HEK293 M3R inducible RGS4, calcium flux | carbachol calcium flux Fluo4; hits give low values | B-score at 10 µM | 310,000 tested, 0.92% active | AID 463111, 2010;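 active = B-score of the integrated calcium signal more than 4 SD below the library mean, with starting fluorescence not abnormally high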;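 also: negative B-score means reduced calcium response which marks RGS4 activation or potentiation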
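System – HEK293 FlpIn-TREx cells, stable M3R, doxycycline-inducible RGS4 · Reagent – ECmax carbachol challenge · Times – compound preincubation 20 min at room temperature before agonist · Technique – Fluo4 fluorescence kinetic imaging of calcium · Measure – B score of integrated Fluo4 ratio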
RGS4 block = RGS4 inhibitors, primary screen, cell-based, HEK293 M3R inducible RGS4, calcium flux. Regulator of G-protein signaling 4 (Homo sapiens), P49798. Fluo-4 calcium flux; hits give high values; triggered by carbachol at its EC20. B-score at 10 µM. 310,000 tested, 0.45% active. AID 463165, 2010;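 active = B-score, a plate-corrected calcium signal, over three deviations above library mean, with baseline fluorescence within five deviations of library mean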;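 also: RGS4 expression induced by doxycycline in cells with stable M3 receptor; B-score is computed from the integrated fluorescence ratio over baseline after carbachol; higher B-score means a larger calcium signal and so more RGS4 inhibition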
KCNK9 block = KCNK9 potassium channel inhibitors, primary screen, HEK293 cells, thallium flux. Potassium channel subfamily K member 9 (Homo sapiens), Q9NPC2. FluxOR thallium flux fluorescence; hits give low values. B-score at 10 µM. 310,000 tested, 1.2% active. AID 488922, 2010;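 active = ratio B-score over 3 SD below the library mean, with starting fluorescence within 5 SD of its mean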;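 also: negative B-score means less thallium flux so channel inhibition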
Target sequence (Q9NPC2 whole entry, looked up): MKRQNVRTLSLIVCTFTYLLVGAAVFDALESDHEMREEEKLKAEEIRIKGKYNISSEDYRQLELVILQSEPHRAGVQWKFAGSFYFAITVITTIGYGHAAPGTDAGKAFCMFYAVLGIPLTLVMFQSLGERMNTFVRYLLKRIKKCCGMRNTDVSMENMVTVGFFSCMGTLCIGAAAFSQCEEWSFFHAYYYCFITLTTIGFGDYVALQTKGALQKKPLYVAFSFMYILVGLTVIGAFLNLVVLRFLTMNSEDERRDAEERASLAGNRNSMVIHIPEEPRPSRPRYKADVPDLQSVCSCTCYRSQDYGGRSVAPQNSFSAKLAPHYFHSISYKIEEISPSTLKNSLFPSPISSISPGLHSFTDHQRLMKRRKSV
hERG rescue = hERG rescue from dofetilide block, primary screen, cell-based, CHO-hERG, FluxOR thallium flux, dofetilide IC70; dofetilide IC70 present; activation (rescue from dofetilide block), less the hit threshold, % at 10 µM; 310,000 tested, 0.51% active; AID 1511, 2009;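 active = activation above the mean of controls blocked by dofetilide plus 5 SD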;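 also: thallium influx through hERG after potassium depolarization seen as dye fluorescence rise; in these data hits start at about 4.7%; inactives centre near -7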
GSK3B inh = human GSK3beta kinase inhibitors, primary screen, biochemical, cell-free homogeneous, HTS; GST-GSK3beta kinase, ADP-Glo luminescence, 60 min; hits give low values; 300,000 tested, 0.038% active; activity score (negative = inhibition), % at 10 µM;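 active = more than half of replicate wells score below -50%, meaning over 50% inhibition versus plate controls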;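 also: 0% = median DMSO wells and -100% = median GW8510 positive control wells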
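Test system: GST-fused GSK3beta enzyme, cell-free | Quantity: 1.6 ng GST-GSK3beta enzyme per well | Reagent: 25 µM ATP with peptide substrate | Schedule: 60 min enzyme reaction, room temperature | Signal: Luminescent ADP-Glo measurement of ADP formed | Read-out basis: Score relative to plate controls | Control set: DMSO and 20 µM GW8510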
KCNQ1 block = inhibitors of human KCNQ1 channel, primary screen, cell-based, thallium flux, high-throughput; Potassium voltage-gated channel subfamily KQT member 1 (Homo sapiens), P51787; 310,000 tested, 1.3% active; B-score at 10 µM; CHO-K1 KCNQ1, FluxOR thallium flux fluorescence; hits give high values;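 active = compounds whose thallium flux B-score, printed positive for inhibition, exceeds three library SD while starting fluorescence stays within three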;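 also: channel opened by potassium depolarization with thallium stimulus after 20 min compound exposure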
Target sequence (P51787 whole entry, looked up): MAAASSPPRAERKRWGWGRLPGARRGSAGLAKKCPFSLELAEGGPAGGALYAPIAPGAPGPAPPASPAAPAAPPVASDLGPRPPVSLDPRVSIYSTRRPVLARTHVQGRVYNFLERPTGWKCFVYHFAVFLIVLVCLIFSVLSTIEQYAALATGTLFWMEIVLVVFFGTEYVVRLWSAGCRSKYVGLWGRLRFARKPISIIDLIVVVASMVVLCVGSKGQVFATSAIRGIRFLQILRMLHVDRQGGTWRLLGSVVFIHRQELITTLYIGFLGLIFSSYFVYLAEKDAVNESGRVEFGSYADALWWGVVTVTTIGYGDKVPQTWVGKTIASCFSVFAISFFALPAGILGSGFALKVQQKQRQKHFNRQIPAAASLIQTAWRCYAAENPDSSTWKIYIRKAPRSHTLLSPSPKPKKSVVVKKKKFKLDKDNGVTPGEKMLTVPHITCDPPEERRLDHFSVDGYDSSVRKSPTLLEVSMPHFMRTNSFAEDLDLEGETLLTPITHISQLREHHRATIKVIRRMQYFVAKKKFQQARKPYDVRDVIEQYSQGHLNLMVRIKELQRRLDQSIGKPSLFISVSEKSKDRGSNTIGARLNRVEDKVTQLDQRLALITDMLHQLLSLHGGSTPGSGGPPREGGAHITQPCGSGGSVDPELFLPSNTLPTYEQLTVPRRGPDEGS
PolyA inh = polyadenylation inhibitors in yeast reporter cells, primary screen, luminescence, S. cerevisiae; S. cerevisiae SKY197-pL101 polyadenylation reporter, beta-gal luminescence; efflux-impaired pdr1/pdr3 knockout yeast; score 100 = 6 SD above DMSO; 300,000 tested, 0.02% active; calls only at 12 µM; AID 1875, 2009;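 active = lowest replicate activity score at least 50, where 100 means six control SD above control mean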;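 also: yeast exposed to compound for 9 h at 30 °C; higher score means more reporter readthrough which indicates perturbed polyadenylation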
KCNQ1 act = potentiators or activators of KCNQ1 channel, primary screen, cell-based, thallium flux, high-throughput; Potassium voltage-gated channel subfamily KQT member 1 (Homo sapiens), P51787; CHO-K1 KCNQ1, thallium flux FluxOR fluorescence; hits give high values; B-score at 10 µM; 310,000 tested, 0.35% active; AID 2648, 2010;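 active = fluorescence ratio B-score, a plate-corrected score, at least three library SD, with initial intensity B-score within 5 SD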
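Test system: CHO-K1 cells stably expressing KCNQ1 / Medium: assay buffer / Also added: depolarizing K+/Tl+ stimulus, K2SO4 and Tl2SO4 each 12.5 mM in 5x stock / Incubation: 90 min dye loading and 20 min compound exposure, both at room temperature / Signal: thallium influx via FluxOR fluorescence, kinetic imaging / Evaluation: B score of baseline-normalized fluorescence ratio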
KCNK3 block = human KCNK3 channel inhibitors, primary screen, CHO cells, FluxOR thallium flux, B-score; Potassium channel subfamily K member 3 (Homo sapiens), O14649; FluxOR fluorescence; hits give low values; B-score at 10 µM; 340,000 tested, 0.84% active;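 active = B-score under library mean minus 4 SD, starting fluorescence ratio at most library mean plus 5 SD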;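 also: more negative B-score means stronger inhibition of thallium flux through KCNK3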
Dyrk1A ADPGlo = rat Dyrk1A kinase inhibitors, primary screen, biochemical, single point, plate reader | 310,000 tested, 0.43% active | inhibition, % at 12.5 µM | ADP-Glo luminescence, NFATc1 peptide; in the data active = inhibition above about 50%;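 also: plate controls were vehicle with enzyme for no effect and no enzyme for full effect; many of its hits are not listed in these tables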
GSK3 alpha inh = blockers of GSK3A enzyme activity – biochemical, luminescence, cell-free homogeneous, HTS, primary screen. Glycogen synthase kinase-3 alpha (Homo sapiens), P49840. GSK-3 alpha kinase, ADP-Glo luminescence, 60 min. inhibition, % at 10 µM. 320,000 tested, 0.1% active;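 in the data active = inhibition above about 50%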;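 also: GST-tagged GSK-3 alpha with peptide substrate and 25 µM ATP; 0% = DMSO neutral wells and 100% = GW8510 positive control wells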
The depositor's hits bear a star; i = inactive; . = not tested or not shown. Some of the compounds tested; the hit share may differ from the screen's.

cpd	molecule	RGS4 pot	RGS4 block	KCNK9 block	hERG rescue	GSK3B inh	KCNQ1 block	PolyA inh	KCNQ1 act	KCNK3 block	Dyrk1A ADPGlo	GSK3 alpha inh
1	O=C(C(=O)N1CCN(c2cccc(Cl)c2)CC1)c1c[nH]c2ccccc12	i	i	i	-8	1	i	i	i	i	4	-2
2	O=C(NCC1CCCO1)c1onc(CSc2cccc(Cl)c2)c1C(=O)O (stereo not drawn)	i	i	i	-4	5	i	i	i	i	7	-7
3	COCCNC(=O)c1cn(C)c2ccccc2c1=O	i	i	i	-15	4	i	i	i	i	.	-1
4	O=C(O)c1ccc(Nc2ccc(Cl)c(Cl)c2)c([N+](=O)[O-])c1	i	i	i	-2	1	i	i	i	i	-1	0
5	O=C(NCC1CCCN1S(=O)(=O)c1cccs1)c1ccc(F)c(F)c1 (stereo not drawn)	i	i	i	-12	0	i	i	i	i	6	-1
6	Cc1ccc(Cl)cc1N(CC(=O)NC(C)c1ccccc1)S(C)(=O)=O (stereo not drawn)	i	i	i	-10	-1	i	.	i	i	1	-2
7	Cc1cccc2sc(N(CCCN(C)C)C(=O)c3cc4ccccc4oc3=O)nc12	i	i	i	-11	1	i	i	i	i	-1	0
8	COc1ccc(/C=C2\CCc3ccccc3C2=O)cc1O	i	i	i	-12	1	i	i	i	i	9	1
9	COc1ccccc1NC(=O)C(C)OC(=O)CN1C(=O)C2CC=CCC2C1=O (stereo not drawn)	i	i	i	-11	4	i	i	i	i	-12	-2
10	O=C(/C=C/c1ccccc1)Nc1ccc2c(c1)C(=O)NC2=O	i	i	i	-8	3	i	i	i	i	6	3
11	O=C(OC(C(=O)NC1CCCC1)c1ccccc1F)c1ccco1 (stereo not drawn)	i	i	i	-15	2	i	i	i	i	0	-1
12	CN(C)C(N)=NCCC[C@H](N)C(=O)O	i	i	i	-1	2	i	i	i	i	-2	3
13	COc1ccc2c(c1OC)C(=O)OC2Nc1ccccn1 (stereo not drawn)	i	i	i	-4	1	i	i	i	i	-8	.
14	Cc1cc(NC(=O)CCCOc2ccc(Cl)cc2Cl)no1	i	i	i	-9	-2	i	.	i	i	-3	-1
15	O=C1C2CCCN2C(=O)N1CCN1CCN(c2ccccc2)CC1 (stereo not drawn)	i	i	i	-7	-1	i	i	i	i	2	.
16	CCN(C(=O)Nc1ccccc1)c1ccccc1	i	i	i	-4	2	i	i	i	i	0	-3
17	CC(C)(C)c1ccc(C(=O)N2CCCN(C(=O)c3ccc(C(C)(C)C)cc3)CC2)cc1	i	i	i	-5	3	i	i	i	i	1	0
18	CC1Cc2ccccc2N1C(=O)CCS(=O)(=O)c1ccc2c(c1)NC(=O)CS2 (stereo not drawn)	i	i	i	-9	-3	i	i	i	i	3	2
19	O=C(NC(=S)NCc1ccccc1)c1ccccc1[N+](=O)[O-]	i	i	i	-8	1	i	i	i	i	2	-1
20	COC(=O)c1sccc1NC(=O)c1ccc(Br)s1	i	i	i	-6	-26	i	i	i	i	2	-1
21	Cc1[nH]c2ccccc2c1-c1csc(NC(=O)CSCC(=O)O)n1	i	i	i	-10	-6	i	i	i	i	15	0
22	COc1ccc(CN2CCCC(C(=O)N3CCCCC3)C2)cc1OC (stereo not drawn)	i	i	i	-3	3	i	i	i	i	-3	1
23	COc1ccc(C(=O)CSc2nnc3n2CCCN3C(=O)Nc2ccccc2)cc1	i	i	i	-10	8	i	i	i	i	.	-2
24	Cc1c(N(C)C(=O)C23CC4CC(CC(C4)C2)C3)c(=O)n(-c2ccccc2)n1C	i	i	i	-6	3	i	i	i	i	3	-2
25	Cc1cccc(C)c1OCC(=O)Nc1nnc(C2CCCO2)s1 (stereo not drawn)	i	i	i	-3	0	i	i	i	i	6	-2
26	O=C(Nc1ccccn1)c1cccnc1	i	i	i	-4	0	i	i	i	i	2	0
27	O=C(Nc1ccc2ccccc2c1)c1cccc([N+](=O)[O-])c1	i	i	i	-6	3	i	i	i	i	1	-2
28	Cc1nc2ccc(NC(=S)NCCCO)cc2nc1C	i	i	i	-8	1	i	i	i	i	1	1
29	COc1ccc(NC(=O)c2sc3ncnc(N4CCN(c5ccccn5)CC4)c3c2C)cc1Cl	i	i	i	-19	1	8*	i	i	i	6	-9
30	Cc1onc(C(=O)NC2CCCCC2)c1[N+](=O)[O-]	i	i	i	-8	5	i	i	i	i	-4	0
31	COC(=O)c1ccc(C(=O)OC)c(NC(=O)CN2CCN(c3ccccc3)CC2)c1	i	i	i	-5	-2	i	i	i	i	0	.
32	COc1ccc(C2C(C(C)=O)=C(C)N=c3s/c(=C\c4ccc5c(c4)OCO5)c(=O)n32)c(OC)c1 (stereo not drawn)	i	i	i	-2	-1	i	i	i	i	16	-3
33	COC(C(=O)Nc1ccc(C(N)=O)cc1)c1ccccc1 (stereo not drawn)	i	i	i	-5	0	i	.	i	i	4	-1
34	O=C(O)/C(=C/c1ccco1)NC(=O)c1ccccc1	i	i	i	-5	2	i	i	i	i	-2	-1
35	O=C(CN(Cc1ccco1)C(=O)c1ccc(Cl)cc1)Nc1ccc(Cl)c(Cl)c1	i	i	i	-1	1	i	i	i	i	0	0
36	O=C(NCc1cccc(C(F)(F)F)c1)C1CC2Cn3c(nc4ccccc43)C2N1Cc1ccccc1 (stereo not drawn)	i	i	i	-9	-4	i	i	i	i	3	-3
37	COc1cc(CNc2ccc3[nH]c(=O)[nH]c3c2)ccc1OCc1ccccc1F	i	i	i	-3	-2	i	i	i	i	-1	-4
38	O=C(Nc1ccccc1Cl)N1CCN(c2ccc3nncn3n2)CC1	i	i	i	-2	2	i	i	i	i	5	-3
39	Cc1cc(C)nc(Sc2ncnc3sc4c(c23)CCC4)n1	i	i	i	-20	-3	i	i	i	i	5	-2
40	O=[N+]([O-])c1c(NCc2ccco2)ccc2nonc12	i	i	i	-7	-3	i	i	i	i	.	-2

Arranged by number of heavy atoms (rising): part of the list above
cpd	molecule	RGS4 pot	RGS4 block	KCNK9 block	hERG rescue	GSK3B inh	KCNQ1 block	PolyA inh	KCNQ1 act	KCNK3 block	Dyrk1A ADPGlo	GSK3 alpha inh
28	Cc1nc2ccc(NC(=S)NCCCO)cc2nc1C	i	i	i	-8	1	i	i	i	i	1	1
27	O=C(Nc1ccc2ccccc2c1)c1cccc([N+](=O)[O-])c1	i	i	i	-6	3	i	i	i	i	1	-2
31	COC(=O)c1ccc(C(=O)OC)c(NC(=O)CN2CCN(c3ccccc3)CC2)c1	i	i	i	-5	-2	i	i	i	i	0	.

Random excerpt: three entries already listed, in no set order.
cpd	molecule	RGS4 pot	RGS4 block	KCNK9 block	hERG rescue	GSK3B inh	KCNQ1 block	PolyA inh	KCNQ1 act	KCNK3 block	Dyrk1A ADPGlo	GSK3 alpha inh
36	O=C(NCc1cccc(C(F)(F)F)c1)C1CC2Cn3c(nc4ccccc43)C2N1Cc1ccccc1 (stereo not drawn)	i	i	i	-9	-4	i	i	i	i	3	-3
25	Cc1cccc(C)c1OCC(=O)Nc1nnc(C2CCCO2)s1 (stereo not drawn)	i	i	i	-3	0	i	i	i	i	6	-2
39	Cc1cc(C)nc(Sc2ncnc3sc4c(c23)CCC4)n1	i	i	i	-20	-3	i	i	i	i	5	-2

Continuation:
cpd	molecule	RGS4 pot	RGS4 block	KCNK9 block	hERG rescue	GSK3B inh	KCNQ1 block	PolyA inh	KCNQ1 act	KCNK3 block	Dyrk1A ADPGlo	GSK3 alpha inh
41	CC1=NN(c2nc(-c3ccc(Cl)cc3)cs2)C(=O)C1	i	i	i	-12	-1	i	i	i	i	2	.
42	CCN(CC(=O)Nc1c(C(=O)OC)[nH]c2ccc(Cl)cc12)c1ccc2c(c1)OCO2	i	i	-7.2*	-7	0	i	i	i	-9.2*	2	.
43	COc1ccc(Nc2cc(C(=O)NCCCN3CCOCC3)c3ccccc3n2)cc1	i	i	i	-10	.	i	i	i	i	5	-1
44	CCOC(=O)c1cc(OCC(=O)NC(C)C(C)C)cc(C(=O)OCC)c1 (stereo not drawn)	i	i	i	-5	7	i	i	i	i	-1	0
45	COC(=O)c1ccccc1NC(=O)NCc1ccccc1	i	i	i	-3	3	i	i	i	i	1	.
46	O=C(Cc1c(F)cccc1Cl)Nc1cccc(S(=O)(=O)NC2=NCCCCC2)c1	i	i	i	-7	3	i	i	i	i	1	1
47	NC(=O)CSc1nnc(-c2ccc(S(=O)(=O)N3CCCCC3)cc2)n1-c1ccccc1	i	i	i	-5	-1	i	i	i	i	-2	0
48	Cc1nn(-c2ccccc2)c(Cl)c1/C=N/NC(=O)c1ccn[nH]1	i	i	i	-8	3	i	i	i	i	5	0
49	CCOc1cc(C(=O)NCC(C)(C)CNC(=O)c2cc(OCC)c(OCC)c(OCC)c2)cc(OCC)c1OCC	i	i	i	-7	-3	i	i	i	i	.	1
50	CC(C)(C)NC(=O)C(c1ccncc1)N(Cc1ccc(F)cc1)C(=O)c1ccc(-c2ccccc2)[nH]1 (stereo not drawn)	i	i	i	-15	-2	i	i	i	i	1	1
51	C/C(=N\N(Cc1ccccc1)c1ccccc1)c1ccncc1	-9.2*	i	i	-13	-2	i	i	i	i	5	1
52	CCOc1ccc2[nH]c(=O)c(CN(CCO)C(=O)c3ccc(F)cc3)cc2c1	i	i	i	-8	-1	i	i	i	i	-4	-1
53	COC(=O)C(C)Sc1nnc2n(-c3cccc(C)c3)c(=O)c3c4c(sc3n12)CCCC4 (stereo not drawn)	i	i	i	-19	3	6*	i	i	i	-4	0
54	COc1ccc(NC(=O)c2cc(C)no2)cc1	i	i	i	-5	0	i	i	i	i	9	-6
